From PubChem BioAssay
D1 mod – D1 dopamine receptor (human) allosteric modulation; P21728; HEK293 D1, CRE-luciferase, dopamine EC30 potentiation; actives deviate in either direction; B-score at 10 µM; hit rate 5.9% among 58,000;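 active = luminescence count or its row- and column-corrected plate score outside the 99.7% band of the plate's sample wells, on either side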
Ec RNAP inh – Escherichia coli RNA polymerase inhibition. P0A8V2. E. coli RNA polymerase, fluorescence transcription assay. inhibition, %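 (tested at 10 µM)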. hit rate 0.2% among 62,000. AID 559; in the data active = inhibition above about 20%;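 also: 0% = enzyme without compound and 100% = no enzyme blank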
S1P1 ag-PAM – agonists and agonism potentiators of human S1P1 receptor; AID 449; hit rate 0.57% among 56,000; P21453; S1P1 CRE-bla cells, forskolin, beta-lactamase FRET, potentiator mode; S1P1 agonist co-added at EC20, 2 nM; 100% = saturating reference agonist, 0% = basal; activation, % at 9.5 µM;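 active = activation above a cutoff set at the mean activation of all tested compounds plus 3 SD, cut at about 54% in these data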;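 also: forskolin at 4 µM as EC80 and the EC20 agonist is SEW2871; 100% = SEW2871 at its EC100 plus forskolin at EC80; some compounds past the cut are filed as inactive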
Target sequence (P21453 whole entry, looked up): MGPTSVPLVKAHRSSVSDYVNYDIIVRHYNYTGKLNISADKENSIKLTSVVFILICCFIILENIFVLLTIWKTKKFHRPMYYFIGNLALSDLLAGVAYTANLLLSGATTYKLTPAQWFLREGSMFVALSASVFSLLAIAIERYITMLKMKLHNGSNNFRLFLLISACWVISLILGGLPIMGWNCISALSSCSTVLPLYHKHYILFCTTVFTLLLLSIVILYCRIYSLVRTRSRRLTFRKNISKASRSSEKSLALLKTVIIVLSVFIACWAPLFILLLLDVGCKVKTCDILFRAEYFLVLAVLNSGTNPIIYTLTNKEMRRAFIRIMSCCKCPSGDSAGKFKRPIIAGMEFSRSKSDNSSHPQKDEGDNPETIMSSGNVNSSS
M1 antag – blocks the rat M1 muscarinic receptor response to acetylcholine. hit rate 3.4% among 64,000. B-score at 10 µM. AID 628. P08482. CHO-M1 cells, Fluo-4 calcium, ACh EC80 antagonist mode; stronger effect = lower value;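 active = calcium fluorescence response, raw or row-and-column corrected B-score, differing from the plate sample mean either way at a set confidence level, mostly lower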
S1P3 ag – S1P3 (human) receptor agonism | Q99500 | AID 373 | hit rate 0.1% among 60,000 | activation, % at 4.5 µM | S1P3 NFAT-BLA reporter cells, FRET ratio; relative to 1 µM S1P, basal subtracted;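 active = activation above the screen-wide mean plus 3 SD, cut at about 4.5% in these data, passing the limit was not always enough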; also: some compounds called inactive have numbers as strong as hits
Target sequence (Q99500 whole entry, looked up): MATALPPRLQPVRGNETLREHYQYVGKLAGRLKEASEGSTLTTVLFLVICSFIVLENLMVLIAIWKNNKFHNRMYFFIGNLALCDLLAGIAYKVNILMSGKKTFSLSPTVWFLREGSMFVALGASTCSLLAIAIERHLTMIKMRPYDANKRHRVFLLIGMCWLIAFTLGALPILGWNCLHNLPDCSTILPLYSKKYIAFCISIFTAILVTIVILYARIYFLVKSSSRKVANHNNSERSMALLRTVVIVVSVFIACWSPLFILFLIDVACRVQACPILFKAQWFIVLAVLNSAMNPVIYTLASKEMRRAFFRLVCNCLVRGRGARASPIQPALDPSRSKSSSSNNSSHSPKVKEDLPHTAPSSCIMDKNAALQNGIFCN
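Benchmarks: high control 1 µM S1P / System: stable CHO line with human S1P3, Gα16, NFAT-BLA reporter / Dosing: single compound concentration, 4.5 µM final / Timing: 4 h compound at 37 °C, 2 h substrate at RT / Measured by: FRET β-lactamase substrate fluorescence, excitation 405 nm, 460/535 nm emission ratio, background-subtracted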
M1 agonist – M1 muscarinic receptor agonism | hit rate 3% among 64,000 | CHO-M1 cells, Fluo-4 calcium fluorescence, agonist mode; stronger effect = higher value | B-score at 10 µM;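 active = fluorescence rise, raw or as B-score row- and column-corrected plate score, outside the 99.7% band of its plate's samples, either direction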
HEK293 NFkB inh – lowers PMA/ionomycin-induced NF-kB signal in HEK293 cells; HEK-293 NF-kB luciferase reporter, luminescence; hit rate 0.21% among 62,000; inhibition, % at 3 µM;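 active = inhibition above the mean of all tested compounds plus 3 SD, cut at about 40% in these data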;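 also: 0% = stimulated DMSO wells and 100% = 10 µM reference inhibitor 5653914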
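System – HEK-293 cells with stable firefly luciferase reporter driven by four HIV NF-kB elements · Doses – one dose, 3 µM · Schedule – 1 h compound pre-incubation, 16 h PMA/ionomycin at 37 °C · Technique – luminescence from luciferase substrate reagent · Measure – percent inhibition normalized per plate to DMSO and reference-inhibitor controls · Replicates – tested once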
Jurkat viability – cytotoxic compounds reducing Jurkat cell viability | Jurkat E6.1 viability, ATP luminescence, 48 h | inhibition, % at 4 µM | hit rate 1.2% among 56,000;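 active = inhibition above the mean inhibition of all tested compounds plus 3 SD, cut at about 28% in these data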
TNAP act DEA – activators of human TNAP at intermediate phosphate acceptor; P05186; purified TNAP, CDP-star luminescence, 100 mM DEA, 30 min; stronger effect = higher value; scale: 0 levamisole-inhibited, 1 vehicle-only enzyme; activation factor at 20 µM; 64,000 tested, under 10 active;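 active = activation factor of at least 2 at 20 µM, relative to controls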
* = called active by the depositor; nt = not tested or not shown.

SMILES	D1 mod	Ec RNAP inh	S1P1 ag-PAM	M1 antag	S1P3 ag	M1 agonist	HEK293 NFkB inh	Jurkat viability	TNAP act DEA
Cc1occc1C(=O)NC(C)CCc1ccccc1 (configuration not stated)	-0.076	9	-2	0.087	0.6	-0.32	14	-6	1
Cc1noc(C)c1S(=O)(=O)N1CCC(C(=O)N2CCN(c3ccc(Cl)cc3)CC2)CC1	-0.49	7	nt	-0.33	nt	1.8	6	nt	1.1
COc1cccc(CNC(=O)c2cc3oc4ccccc4c3n2C)c1OC	-0.23	4	-18	0.13	-0.9	0.013	18	29*	1
CCOC(=O)C(NC(=O)CC)(Nc1ccc(S(=O)(=O)Nc2onc(C)c2C)cc1)C(F)(F)F (configuration not stated)	-2.4	14	-6	-0.0041	-0.1	0.14	2	2	0.9
O=C(c1ccc2c(=O)n(CC3CCCO3)c(=S)[nH]c2c1)N1CCN(c2ccccc2)CC1 (configuration not stated)	-0.57	2	-7	0.0052	-0.2	1.1	14	-3	1
CCC(C)(C)n1nnnc1C(c1cccs1)N1CCc2ccccc21 (configuration not stated)	-0.25	7	3	nt	-1.0	nt	11	0	0.9
CCCCS/C(=C(/C#N)C(N)=O)c1cc2c([nH]1)CCCC2	0.39	8	22	-6*	-0.3	0.18	7	16	0.8
Cn1nnnc1SCc1c(F)cccc1F	1.3	10	-24	-0.046	-0.5	-0.036	2	0	0.9
COC(=O)c1ccccc1NC(=O)c1ccco1	4.4*	2	-22	0.92	-0.9	0.78	6	-2	0.9
CC(=O)ON1C(C)(C)CC(OC(=O)c2ccccc2)CC1(C)C	-0.32	-1	-5	-0.54	0.8	-0.25	7	5	1
C=CCNc1ncnc2c1cnn2-c1cccc(C)c1	nt	3	2	0.052	-1.3	0.077	-19	6	1
O=C(CSc1nc2c(c(=O)n1-c1ccc(Br)cc1)SCC2)NCc1ccco1	-0.84	nt	nt	0.53	nt	0.77	19	nt	nt
Cn1c(=O)c2c(nc(CN3CCOCC3)n2CCCO)n(C)c1=O	nt	6	nt	0	nt	-0.23	12	nt	0.9
CC(C)CC(NC(=O)C(CC(C)C)NC(=O)OC(C)(C)C)C(=O)O (configuration not stated)	-0.51	-1	-5	0.084	-0.3	-0.069	15	4	0.9
CCOc1ccccc1N1CCN(c2nc(N)c(C#N)c(CC#N)c2C#N)CC1	2.9	0	nt	1.1	nt	-0.79	13	nt	0.9
O=C(COc1ccccc1)N1CCc2ccccc2C1	-1.2	4	nt	-0.55	0.4	-0.56	-3	2	0.9
CCc1ccc(NC(=O)CSc2nc3cc(C(=O)OC)ccc3c(=O)n2Cc2ccco2)cc1	0.078	4	-6	0.22	0.3	-0.45	14	-2	0.9
Cn1c(N2CCCCC2)nc2c1c(=O)[nH]c(=O)n2C	-0.098	8	3	-0.25	-0.9	-0.2	8	0	0.9
CCOC(=O)c1sc2ncnc(N3CCN(C(=O)OCC)CC3)c2c1C	1.1	13	-12	-0.79	-1.6	1.5	-4	-1	1
Cc1cc(NO)nc(-c2ccc(Br)cc2)n1	0.82	nt	-12	0.6	-1.2	0.35	-20	34*	0.9

Entries above marked active in M1 antag.
Compound | D1 mod | Ec RNAP inh | S1P1 ag-PAM | M1 antag | S1P3 ag | M1 agonist | TNAP act DEA
CCCCS/C(=C(/C#N)C(N)=O)c1cc2c([nH]1)CCCC2 | 0.39 | 8 | 22 | -6* | -0.3 | 0.18 | 0.8

Going on with the list.
SMILES	D1 mod	Ec RNAP inh	S1P1 ag-PAM	M1 antag	S1P3 ag	M1 agonist	HEK293 NFkB inh	Jurkat viability	TNAP act DEA
O=C(NC(=O)c1ccccc1)NC1(C(F)(F)F)OCCO1	-0.25	6	nt	-19*	-0.2	0.22	-30	8	1
O=C(CN1C(=O)c2ccccc2C1=O)Nc1cccnc1	0.034	7	-3	-0.055	0.1	-0.77	6	-10	0.9
COc1ccc2occ(NC(C)=O)c2c1	-1.3	9	nt	0.11	nt	0.24	18	nt	1
COc1ccc(-c2nc(C#N)c(NCc3ccccc3Cl)o2)cc1	0.073	-2	2	0.19	-1.3	0.42	9	6	0.9
O=C(Nc1ccc(F)cc1F)c1ccco1	-0.27	2	5	-1.1	0.0	-0.24	13	-6	0.9
CCOC(=O)c1sc(NC(=O)CSc2nnc(C)s2)c(C(=O)OCC)c1C	6.1*	-6	-1	0.024	-0.9	0.49	22	2	0.9
CCN(CC)C(=O)C(C)N(C#N)c1nc(SC)nc(N(C)C)n1 (configuration not stated)	1.1	3	-6	0.012	-0.6	0.16	15	9	1
COc1ccc(-c2cc(C(=O)NC(C)C)no2)cc1	-2	5	nt	0.57	nt	-0.86	-26	nt	0.9
O=C(CSc1nnc(Cn2c(=O)sc3ccccc32)n1-c1ccccc1)NCc1ccco1	nt	4	0	0.12	-1.1	0.14	17	6	1
O=C1c2ccccc2C(=O)N1CCC(=O)N1CCc2ccccc21	0.31	-2	nt	-0.11	-0.3	-0.063	0	2	1
Cc1cccc(N2CCN(C(=O)C3CCN(c4nnc(-n5cccc5)s4)CC3)CC2C)c1 (configuration not stated)	nt	6	32	-1.6	0.1	16*	20	9	1
O=C(c1coc2ccccc2c1=O)N1CCN(c2cccc(C(F)(F)F)c2)CC1	0.93	5	nt	-8.7*	nt	0.31	8	nt	0.9
CC(=O)OC1(C(F)(F)F)Oc2ccccc2NC1=O (configuration not stated)	-1.3	-5	2	-0.11	-1.0	-0.36	8	1	0.9
Cc1nn(C)cc1/C=N/O	-0.6	7	2	-0.1	-2.3	0.034	nt	nt	0.9
COc1ccccc1N(CC(=O)NCCSC(C)(C)C)S(C)(=O)=O	0.2	nt	-4	-0.091	-0.5	-0.55	18	1	0.9
CCCCn1c(=O)[nH]c(=O)c2c1nc(-c1ccncc1)n2CCOC	-0.016	6	-21	-1.7	0.4	0.13	5	-3	0.9
COc1ccc2ccccc2c1C1CC(=O)N2CN(C)CSC2=C1C#N (configuration not stated)	0.28	10	-7	0.98	0.0	0.11	0	-1	1
Cc1ccc(C2C(C(=O)c3sc(C)nc3C)=C(O)C(=O)N2CCCN(C)C)o1 (configuration not stated)	0.31	12	7	-0.055	0.5	-0.53	7	-2	1
c1ccc(Cn2nnnc2C(c2ccccn2)N2CCOCC2)cc1 (configuration not stated)	-0.2	1	-2	0.62	-0.3	1	12	-2	0.9
COc1cc(OC)cc(C(=O)NC2CCN(Cc3nnnn3Cc3cccs3)CC2)c1	-0.41	0	nt	0.11	nt	1.6	22	nt	1
CC(=O)N1CCc2cc(S(=O)(=O)CCC(=O)Nc3ccc4c(c3)OCCO4)ccc21	-1.2	5	-28	-0.25	0.3	0.84	11	3	0.8
O=C(COC(=O)c1cc(S(=O)(=O)N2CCCCC2)ccc1N1CCOCC1)NC1CCCCC1	1.3	7	0	0.29	0.6	0.51	5	-3	0.8
CC(O)c1nc2ccc(Cc3ccc4nc(C(C)O)[nH]c4c3)cc2[nH]1 (configuration not stated)	-0.59	5	-6	1.5	-1.4	1.8	10	5	1.2
Cc1ccc(N2CC(C(=O)Nc3ccc4c(c3)OCCO4)CC2=O)cc1 (configuration not stated)	-0.47	7	-14	-1.4	-0.5	0	-1	-1	0.9
Cc1csc(SCC(=O)Nc2ccc(Cl)cn2)n1	nt	7	0	-0.074	0.9	-0.29	13	1	0.9
Cn1c(=O)[nH]c2cc(Cl)cnc21	nt	-1	6	0.057	-3.0	9.1*	nt	nt	0.5
CCc1ccccc1NC(=O)N[C@@H](C)C(=O)O	0.32	11	1	0.47	-0.6	-0.0048	15	-1	0.9
CCc1c(C)nc2ncnn2c1NCCc1ccc(OC)cc1	-2.2	0	55*	-2.8*	-1.3	4.8*	36	93*	0.9
CCC(C)(C)n1nnnc1C(c1ccc2ncccc2c1)N1CCN(Cc2ccc3c(c2)OCO3)CC1 (configuration not stated)	0.23	10	3	-0.2	-0.9	-0.5	-1	4	1
CC(C)c1nnc(NC(=O)C2CCN(c3nc4ccccc4s3)CC2)s1	1.9	5	-14	-0.3	0.6	0.17	16	-12	0.9
CCOC(=O)c1c(C)oc2cc(Br)c(OC(C)C(=O)OCC)cc12 (configuration not stated)	0.77	6	nt	-0.66	-0.2	0.45	15	5	0.9
Cc1ccc(OC(=O)C(F)(F)F)c2c1NCCC2	-0.48	3	-18	0.47	-0.7	0.098	3	-5	0.9
COc1ccc(CCNS(=O)(=O)c2ccc(S(=O)(=O)N3CCCC3)cc2)cc1OC	-0.41	1	-2	-0.15	0.1	-1	2	4	0.9
CCOc1ccc2ccccc2c1CNCCN1CCOCC1	-0.83	-4	3	-1.5	-0.3	1.5	10	-5	0.9
CC(C)(C)c1nc(CN2CCCCC2)cc(CN2CCCCC2)c1O	-1	4	nt	-2.1	-0.2	-0.12	9	6	0.9
COc1ccc(-c2csc(/C(C#N)=C(\O)CSc3nccn3C)n2)cc1OC	19*	4	-21	0.95	0.5	1.1	1	0	0.9
O=C(c1scc2c1CCCC2)N1CCCCC1	0.041	-3	nt	-0.2	nt	0.59	6	nt	1
CCN(CCCNC(=O)CC(C(=O)N1CCc2ccccc21)n1ccnc1)c1ccccc1 (configuration not stated)	1.6	1	1	-0.022	-1.0	0.33	13	-4	0.9
CC(=O)OCCNc1cc(N2CCN(C)CC2)c2noc3c2c1C(=O)c1ccccc1-3	0.031	4	-29	0.0093	-0.7	-0.53	-10	8	0.7
CCOc1ccc(C=NC23CN4CN(CN(C4)C2)C3)cc1	1	-1	-2	-0.13	-1.1	-0.36	9	1	0.9

Single records, from the list above.
Listed for Cn1c(=O)[nH]c2cc(Cl)cnc21 → D1 mod: nt; Ec RNAP inh: -1; S1P1 ag-PAM: 6; M1 antag: 0.057; S1P3 ag: -3.0; M1 agonist: 9.1*; HEK293 NFkB inh: nt; Jurkat viability: nt; TNAP act DEA: 0.5
Listed for Cc1ccc(OC(=O)C(F)(F)F)c2c1NCCC2 → D1 mod: -0.48; Ec RNAP inh: 3; S1P1 ag-PAM: -18; M1 antag: 0.47; S1P3 ag: -0.7; M1 agonist: 0.098; HEK293 NFkB inh: 3; Jurkat viability: -5; TNAP act DEA: 0.9

Next section:
SMILES	D1 mod	Ec RNAP inh	S1P1 ag-PAM	M1 antag	S1P3 ag	M1 agonist	HEK293 NFkB inh	Jurkat viability	TNAP act DEA
CCCCS(=O)(=O)NC1=NCN(C2CCN(Cc3ccccc3)CC2)CN1	-0.38	3	-6	-0.19	1.0	0.49	-16	-7	0.9
COc1cc2nc(=S)n3[nH]c(CCn4c(C)nc5ccccc54)nc3c2cc1OC	0.96	4	-4	0.016	-0.3	0.13	13	1	0.9
CC1(C(=O)O)CCC(C(=O)N2CCOCC2)C1(C)C (configuration not stated)	0.13	8	-14	-0.5	-0.9	-0.95	4	-5	0.9
O=C(NCc1cccs1)c1cc(-c2cccs2)on1	0.006	4	-52	0.68	-0.5	0.19	-26	6	0.9
Cn1c(Cc2cccs2)nnc1SCc1nc2ccccc2[nH]1	0.16	6	13	0	-0.6	0	18	-1	1
Cc1cc(N2CCCc3ccccc32)n2ncnc2n1	0.024	6	14	-0.21	2.9	0.73	10	-1	1
COc1cc(=O)n(C)c2cc(N(C)C)ccc12	-0.57	-9	-16	1.2	-0.7	1.8	11	-2	0.9
O=C(NC1CCCC1)c1ccc(CS(=O)(=O)c2cccc(C(F)(F)F)c2)o1	0.028	-1	6	0.73	-0.8	-0.63	26	0	0.9
Cc1noc(C)c1COC(=O)CCN1c2ccccc2Sc2ccccc21	1.2	5	10	0.36	-0.9	0.15	12	5	0.9
